Screens deposited in PubChem BioAssay by several laboratories.
SKN-1 inh: suppressors of acrylamide-induced Pgst-4::GFP reporter in worms, primary screen, SKN-1 inhibitor project, whole organism, uHTS, GFP/RFP fluorescence ratio, strain VP596. C. elegans VP596 Pgst-4::GFP/RFP ratio, 24 h. actives 0.49% (n = 360,000). inhibition, % at 21.8 µM;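 active = interference check ratio from 0.5 to 1.5 plus GFP to RFP signal ratio inhibition reaching or exceeding a fixed threshold, cut at about 30% in these data, passing the limit was not always enough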; note: some compounds called inactive have numbers as strong as hits
CSN deneddyl inh: inhibitors of CSN-mediated cullin deneddylation, primary screen, biochemical, fluorescence polarization, uHTS | AID 651999, 2013 | Purified CSN, SCF-Nedd8-OG deneddylation | inhibition, % at 12.5 µM | actives 0.38% (n = 360,000);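 active = pattern-corrected inhibition above about 35%, with an unprinted fluorescence ratio check between 0.5 and 1.5, limit read from the data, passing the limit was not always enough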;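 note: 0% = enzyme with substrate and 100% = substrate without enzyme; some results filed as inactive read as strong as hits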
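test system = HEK293T-derived human Csn5 enzyme | amount = 0.24 nM Csn5 enzyme, final concentration | medium = Tris/NaCl/DTT buffer, pH 7.5 | schedule = 90 min reaction at room temperature | signal = FP | evaluation = inhibition of Csn5 cleavage, % | compound dosing = single dose of 12.5 µM compound with 0.25% DMSO | probe or stimulus = 10 nM SCFSkp2-Nedd8OG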
Rin1-Abl PPI inh: inhibitors of Rin1-Abl protein binding, primary screen, biochemical, TR-FRET; inhibition, % at 7.35 µM; actives 0.4% (n = 360,000); in the data active = inhibition above about 5%, passing the limit was not always enough
MT1-MMP act inh: blockers of MT1-MMP proenzyme processing, primary screen, HT1080 RFP-PRO-GFP cells, GFP/RFP fluorescence | Matrix metalloproteinase-14 (Homo sapiens), P50281 | GFP/RFP ratio fluorescence, overnight; percent of plate control window, DMSO zero | GFP/RFP ratio change, % at 20 µM | actives 0.061% (n = 360,000) | AID 651647, 2012;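 active = GFP/RFP ratio change of at least 30% with cell ATP level not reduced by more than half and red fluorescence within 50% of control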; note: strong numbers were not always called active
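Material – HT1080 RFP-PRO-GFP cells · Control set – DMSO wells and RFP-L50D-GFP cells · Incubation – overnight cell settling, then overnight compound exposure, 37 °C, 5% CO2 · Compound dosing – single-point 20 µM compound, 1% DMSO · Read-out – GFP/RFP fluorescence ratio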
Neddyl block: inhibitors of cullin neddylation, primary screen, biochemical, TR-FRET, uHTS, NAE and Ubc12 | AID 651699, 2012 | actives 0.58% (n = 360,000) | calls only at 25 µM; in the data active = inhibition above about 36%
Rpn11 block: Rpn11 (PSMD14) deubiquitinase inhibitors, primary screen, biochemical, fluorescence polarization, uHTS. 26S proteasome non-ATPase regulatory subunit 14 (Homo sapiens), O00487. human 26S proteasome, Ub4-pepOG fluorescence polarization; 20S core pre-blocked with epoxomicin. calls only at 20 µM. actives 0.59% (n = 360,000). AID 588493, 2011;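 active = inhibition at 20 µM, scaled to each plate's controls, above about 33%, limit read from the data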
MLLE-PAM2 inh: inhibitors of PABP1 MLLE–PAM2 peptide binding, primary screen, biochemical, fluorescence polarization, FITC-PAM2, GST-MLLE; Polyadenylate-binding protein 1 (Homo sapiens), P11940; inhibition, % at 20 µM; actives 0.36% (n = 360,000); AID 588489, 2011; in the data active = inhibition above about 35%, passing the limit was not always enough;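 note: plate controls were DMSO wells with GST-MLLE for no effect and wells lacking GST-MLLE protein for full effect; some results filed as inactive read as strong as hits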
FAS-TE inh: FAS thioesterase domain inhibitors, primary screen, biochemical, fluorescence intensity, uHTS; recombinant FAS-TE, OMFH fluorogenic substrate, fluorescence endpoint; AID 602261, 2012; inhibition, % at 15 µM; Fatty acid synthase (Homo sapiens), P49327; actives 0.67% (n = 360,000);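 active = compounds whose normalised, plate-corrected inhibition of enzyme fluorescence in the single-dose primary screen is 50% or more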;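 note: 0% = DMSO with enzyme and 100% = substrate without enzyme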
Target sequence (P49327 whole entry, looked up, the tested form may be a part): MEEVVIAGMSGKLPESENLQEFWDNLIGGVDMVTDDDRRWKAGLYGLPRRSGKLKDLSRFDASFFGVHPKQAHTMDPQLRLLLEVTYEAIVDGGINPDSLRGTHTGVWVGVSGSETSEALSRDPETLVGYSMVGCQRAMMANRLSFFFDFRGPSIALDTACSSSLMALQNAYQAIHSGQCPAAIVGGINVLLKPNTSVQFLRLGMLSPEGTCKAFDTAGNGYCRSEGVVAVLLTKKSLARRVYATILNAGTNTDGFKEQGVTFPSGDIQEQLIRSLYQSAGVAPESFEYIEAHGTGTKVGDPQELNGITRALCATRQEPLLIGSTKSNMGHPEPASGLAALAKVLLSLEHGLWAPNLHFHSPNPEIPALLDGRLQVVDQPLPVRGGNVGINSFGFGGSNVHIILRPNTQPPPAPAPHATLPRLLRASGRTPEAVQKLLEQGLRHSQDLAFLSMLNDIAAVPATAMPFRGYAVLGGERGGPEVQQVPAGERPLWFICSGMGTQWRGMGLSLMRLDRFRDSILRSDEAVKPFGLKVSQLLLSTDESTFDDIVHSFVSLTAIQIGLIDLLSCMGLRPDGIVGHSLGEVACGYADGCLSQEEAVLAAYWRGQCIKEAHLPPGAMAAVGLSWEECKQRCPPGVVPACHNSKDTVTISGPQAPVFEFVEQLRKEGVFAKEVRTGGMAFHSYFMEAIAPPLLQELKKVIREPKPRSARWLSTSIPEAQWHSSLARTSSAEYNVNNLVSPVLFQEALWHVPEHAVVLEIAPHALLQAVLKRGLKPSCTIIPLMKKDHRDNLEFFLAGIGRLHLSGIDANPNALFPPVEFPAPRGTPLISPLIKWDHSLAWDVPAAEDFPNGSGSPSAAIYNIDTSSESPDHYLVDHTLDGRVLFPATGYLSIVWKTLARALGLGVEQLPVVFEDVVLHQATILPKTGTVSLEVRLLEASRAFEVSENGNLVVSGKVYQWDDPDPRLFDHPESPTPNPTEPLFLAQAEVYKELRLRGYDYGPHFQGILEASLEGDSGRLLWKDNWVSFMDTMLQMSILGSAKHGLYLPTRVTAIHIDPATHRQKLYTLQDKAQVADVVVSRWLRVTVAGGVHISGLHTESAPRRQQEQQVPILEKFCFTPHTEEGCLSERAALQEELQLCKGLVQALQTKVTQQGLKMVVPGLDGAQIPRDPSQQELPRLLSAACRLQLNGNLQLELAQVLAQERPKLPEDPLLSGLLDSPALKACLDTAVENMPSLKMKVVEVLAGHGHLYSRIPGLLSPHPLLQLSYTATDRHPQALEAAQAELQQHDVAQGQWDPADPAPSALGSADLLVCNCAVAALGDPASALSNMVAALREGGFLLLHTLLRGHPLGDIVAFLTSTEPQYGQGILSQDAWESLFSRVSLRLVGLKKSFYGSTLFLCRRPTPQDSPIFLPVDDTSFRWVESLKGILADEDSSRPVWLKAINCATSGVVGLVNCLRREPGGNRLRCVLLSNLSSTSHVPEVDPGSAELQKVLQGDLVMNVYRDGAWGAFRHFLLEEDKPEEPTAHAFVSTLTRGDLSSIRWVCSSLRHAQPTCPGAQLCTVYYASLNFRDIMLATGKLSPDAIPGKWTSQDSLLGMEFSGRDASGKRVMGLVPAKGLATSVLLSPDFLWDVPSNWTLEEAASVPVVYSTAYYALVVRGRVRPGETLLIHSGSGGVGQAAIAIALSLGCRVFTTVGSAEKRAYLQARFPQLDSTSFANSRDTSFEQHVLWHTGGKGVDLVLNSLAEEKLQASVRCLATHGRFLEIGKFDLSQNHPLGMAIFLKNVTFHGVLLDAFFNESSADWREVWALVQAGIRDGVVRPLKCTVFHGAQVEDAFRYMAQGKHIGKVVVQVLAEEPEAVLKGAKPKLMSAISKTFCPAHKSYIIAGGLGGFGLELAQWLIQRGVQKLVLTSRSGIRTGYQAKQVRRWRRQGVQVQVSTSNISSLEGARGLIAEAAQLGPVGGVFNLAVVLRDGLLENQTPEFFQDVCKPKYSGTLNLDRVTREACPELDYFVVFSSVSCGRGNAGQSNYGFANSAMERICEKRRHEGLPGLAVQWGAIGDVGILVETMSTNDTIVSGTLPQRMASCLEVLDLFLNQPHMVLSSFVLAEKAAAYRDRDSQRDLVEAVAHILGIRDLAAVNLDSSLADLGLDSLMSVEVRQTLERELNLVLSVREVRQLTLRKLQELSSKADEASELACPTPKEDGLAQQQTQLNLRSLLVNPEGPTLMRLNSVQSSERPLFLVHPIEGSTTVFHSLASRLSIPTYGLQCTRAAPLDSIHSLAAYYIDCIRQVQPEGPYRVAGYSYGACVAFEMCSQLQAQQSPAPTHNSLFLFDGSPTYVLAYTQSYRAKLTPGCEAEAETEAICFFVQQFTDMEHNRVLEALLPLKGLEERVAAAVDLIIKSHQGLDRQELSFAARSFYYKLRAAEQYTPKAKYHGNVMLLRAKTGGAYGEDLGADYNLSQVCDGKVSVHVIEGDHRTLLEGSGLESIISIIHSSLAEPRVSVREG
NadD inh: inhibitors of S. aureus NadD, primary screen, biochemical, colorimetric, uHTS. Nicotinate-nucleotide adenylyltransferase NadD (Staphylococcus aureus N315). purified NadD enzyme, colorimetric absorbance read-out. inhibition, % at 20 µM. actives 0.78% (n = 360,000). AID 602399, 2012; in the data active = inhibition above about 26%; note: some compounds past the cut are filed as inactive
The depositor's hits bear a star; i = inactive; · = not tested or not shown. Compounds were not picked by outcome; overall some 3.9% were active at least once.

SMILES	SKN-1 inh	CSN deneddyl inh	Rin1-Abl PPI inh	MT1-MMP act inh	Neddyl block	Rpn11 block	MLLE-PAM2 inh	FAS-TE inh	NadD inh
CCCN(CCO)Cc1ccc(Br)cc1	-5	1	-2	4	i	i	1	-4	0
Cn1nc(C(C)(C)C)cc1NC(=O)C1(C)CCN1C(=O)CC(c1ccccc1)c1ccccc1 (stereo not given)	2	4	-2	0	i	i	-1	9	-5
Cc1cc(C)nc(SCCC(=O)Nc2ccccc2C)n1	6	0	2	2	i	i	9	-4	8
COc1ccc(-n2cc(-c3ccccc3)[nH]c2=S)cc1	0	-5	-1	0	i	i	23	-5	6
O=C(COC(=O)c1cnccn1)c1ccc(-c2ccccc2)cc1	13	4	1	-3	i	i	-9	2	-5
O=C(Nc1ccc(C(=O)N2CCN(c3ccccc3F)CC2)cc1)C1=CSCCO1	8	-4	-4	3	i	i	12	0	6
COc1ccc(C(=O)COC(=O)c2ccc(OC)c(OC)c2)cc1OC	15	4	0	3	i	i	-7	-4	-1
CCCCCn1c(CN2CCN(c3cc(Cl)ccc3C)CC2)nc2c1c(=O)[nH]c(=O)n2C	-12	2	-4	-23	i	i	-2	25	1
CC1c2nc3ccccc3n2C(CC(=O)NCc2ccccn2)C(=O)N1Cc1ccccc1 (stereo not given)	1	-7	4	-1	i	i	-5	-7	4
CCc1cc2c(C)ccc(C)c2nc1SCC(=O)Nc1c(C)[nH]c(=O)[nH]c1=O	6	3	-5	-6	i	i	4	-40	4
COC(=O)c1cc(CNC(=O)CC(C)c2ccccc2)ccc1OC (stereo not given)	-16	0	3	2	i	i	3	-6	2
O=C(Nc1ccc(F)cc1)Nc1nnc(-c2ccccc2)o1	0	1	-1	5	i	i	4	-2	0
CC(=O)N1CCN(C(=O)CSc2cc(C)c(Br)cc2C)CC1	-5	3	-1	-4	i	i	0	-1	-4
Cc1nc2c3ccccc3nc(SCC(=O)c3ccc(Cl)cc3)n2n1	2	3	2	1	i	i	3	6	-21
Cc1ccnc(NC(c2ccccc2)c2ccc3cccnc3c2O)c1 (stereo not given)	-10	-4	6	5	i	i	3	-11	4
O=C(NCc1cccc(Cl)c1)c1cc(=O)[nH]c2ccccc12	0	0	0	-3	i	i	19	-3	-7
COc1cc(NC(=O)c2ccccc2)c(OC)cc1NC(=O)Cc1ccc(Br)cc1	32	5	-3	-1	i	i	-8	0	-1
CC1(C)CC2CN(C(=O)Cc3ccccc3)C(C)(C2)C1 (stereo not given)	2	1	0	-6	i	i	2	-6	3
COC(=O)C(NC(C)=O)(Nc1nc2c(s1)CCCC2)C(F)(F)F (stereo not given)	-9	-1	3	-4	i	i	22	-8	6
CCC1CC(CSC(=N)N)OC1=O (stereo not given)	2	-3	6	1	i	i	21	-7	-7
c1ccc(CSc2ccc(-c3ccccn3)nn2)cc1	5	5	-3	6	i	i	10	12	0
COP(=O)(OC)c1ccc(NCc2cc(O)ccc2O)cc1	5	1	4	-24	i	i	29	0	-1
COc1cccc(C(=O)CC(C(=O)O)c2ccc(Cl)cc2)c1 (stereo not given)	7	-5	1	3	i	i	-3	-2	-6
CCCN(C(=O)c1ccc(N2CCCC2=O)cc1)C1CCS(=O)(=O)C1 (stereo not given)	4	-6	5	0	i	i	-10	-6	-2
COc1cc(CN2CCCC(CO)(Cc3ccccc3)C2)ccc1O (stereo not given)	7	1	2	-3	i	i	-2	-6	-4
The listing continues:
SMILES	SKN-1 inh	CSN deneddyl inh	Rin1-Abl PPI inh	MT1-MMP act inh	Neddyl block	Rpn11 block	MLLE-PAM2 inh	FAS-TE inh	NadD inh
CSc1nc2[nH]c(=O)n(O)c(=O)c2n1Cc1ccccc1	15	-3	4	17	i	i	2	-3	5
CSc1nc(SC(C)C(=O)O)c2c3c(sc2n1)COC(C)(C)C3 (stereo not given)	-2	1	-7	-3	i	i	12	-7	-7
O=C(O)c1c[nH]c2ccc([N+](=O)[O-])cc2c1=O	2	-1	-2	1	i	i	4	2	1
CC(=O)Nc1cc(-c2cccc(C(=O)N(C)C)c2)cn2c(-c3cccc(C(F)(F)F)c3)cnc12	11	-3	3	-6	i	i	-16	5	-9
COc1ccccc1-c1c(C)[nH]n2c(=O)c(Cc3ccccc3)c(C)nc12	-4	5	0	-9	i	i	-4	3	-7
CCc1nc2c(OCCn3cccc3)cccn2c1N(C=O)Cc1ccccc1	18	3	1	-5	i	i	-5	0	9
O=C(Nc1ccc(C(=O)O)cc1)Nc1ccc(F)cc1F	6	1	3	-3	i	i	-7	-5	-5
COc1ccccc1NC(=O)CSc1nnc(NC(=O)c2ccco2)s1	11	-1	1	1	i	i	20	-5	-5
Cc1ccc(-c2ccccc2NC(=O)CCl)o1	-8	0	2	-9	i	i	19	0	-1
O=c1ccnc(SCc2ccccc2Cl)[nH]1	-23	3	-2	-3	i	i	5	-11	2
COC(=O)c1ccc(NS(=O)(=O)c2ccc(S(=O)(=O)N3CCOCC3)cc2)cc1	-16	5	0	3	i	i	-4	-1	-2
O=C1Cc2ccccc2C(c2ccc(Cl)cc2Cl)N1 (stereo not given)	-11	0	-1	-5	i	i	3	-5	-5
Cc1ccc(OCC(=O)Nc2ccccc2-c2ccccc2NC(=O)COc2ccc(C)cc2)cc1	-14	-9	0	-7	i	i	0	15	3
COc1cc2cc(C(c3nnnn3C3CCCC3)N3CCCCC3)c(=O)[nH]c2cc1OC (stereo not given)	3	1	2	4	i	i	3	-7	-1
O=C(O)c1ccc2c(c1)C(=O)N(NC(=O)c1ccc(O)cc1)C2=O	-8	1	-3	2	i	i	-1	-12	-2
COc1ccc(/C=C/C(=O)NC(=S)Nc2ccc(S(=O)(=O)N=C(N)N)cc2)cc1OC	10	4	5	3	i	i	19	2	30*
N=C(CC1CC(=O)NC(=O)C1)C1=C(O)CCCC1=O	6	4	1	-2	i	i	0	-14	2
O=C(Nc1ccc(Oc2ncnc3cc(Cl)ccc23)nc1)Nc1cccc(C(F)(F)F)c1	1	0	2	0	i	i	-5	3	16
CCN1C(=O)[C@H]2[C@@H](c3ccc(-c4ccc(OC)cc4)cc3)N3CCC[C@@]3(C(=O)OC)[C@H]2C1=O	2	-6	3	-3	·	i	1	16	0
COCCCNC(=O)C[C@H]1C[C@H](C(=O)N2CCOCC2)[C@@]2(CCC3CCCC3)c3[nH]c4cc(CCC(=O)N(C)C)ccc4c3CCN2C1=O	-14	2	-1	-1	i	i	2	13	-5
COC(=O)c1ccccc1NC(=O)N1CCN(C(=O)c2ccco2)CC1	-14	-2	1	-1	i	i	7	-6	5
Cc1ccc(-n2c(=O)[nH]cc(C(=O)N3CCc4ccccc43)c2=O)cc1	-3	-3	1	0	i	i	-18	-10	6
CCN(C(=O)COC(=O)/C=C/c1cnc2ccccc2n1)C1CCS(=O)(=O)C1 (stereo not given)	-1	-5	0	-3	i	i	-13	-13	1
Cn1c(NCc2ccccc2F)nc2cc(-c3cccc(Cl)c3)sc2c1=O	13	1	-5	2	i	i	-1	2	16
O=C(C1CC1)N(CCc1ccccc1)Cc1nc2ccccc2c(=O)[nH]1	3	-3	-2	4	i	i	6	-1	-4

Complete entries, quoted from the list:
O=C(Nc1ccc(C(=O)O)cc1)Nc1ccc(F)cc1F is entered as SKN-1 inh = 6; CSN deneddyl inh = 1; Rin1-Abl PPI inh = 3; MT1-MMP act inh = -3; Neddyl block = i; Rpn11 block = i; MLLE-PAM2 inh = -7; FAS-TE inh = -5; NadD inh = -5
CCc1nc2c(OCCn3cccc3)cccn2c1N(C=O)Cc1ccccc1 is entered as SKN-1 inh = 18; CSN deneddyl inh = 3; Rin1-Abl PPI inh = 1; MT1-MMP act inh = -5; Neddyl block = i; Rpn11 block = i; MLLE-PAM2 inh = -5; FAS-TE inh = 0; NadD inh = 9

Additional structures follow:
SMILES	SKN-1 inh	CSN deneddyl inh	Rin1-Abl PPI inh	MT1-MMP act inh	Neddyl block	Rpn11 block	MLLE-PAM2 inh	FAS-TE inh	NadD inh
Cc1cc(NC(=O)CSc2nc3ccccc3cc2C#N)no1	-4	2	0	-36	i	·	-23	-6	-2
CCCCCCCOC(=O)C[N+](C)(C)CCOC1CC2CCC1(C)C2(C)C (stereo not given)	2	3	2	-52	i	i	0	40	10
Cc1ccc(CNC(=O)CCC(=O)Nc2nnc(C)s2)cc1	-7	1	2	0	i	i	-1	-8	1
O=C(c1ccco1)N1CCN(C(=O)N2CCCCC2)CC1	9	-2	-2	5	i	i	12	-2	-2
Cc1cccc(N2CCN(c3cc(C)nc4nnnn34)CC2C)c1 (stereo not given)	13	4	-2	-1	i	i	-16	0	10
COC(=O)CNc1nc(Cl)nc(Nc2ccc(C)cc2)n1	12	-5	4	-2	i	i	-1	-2	-2
CCOC(=O)C1C(=O)NC(c2ccccc2)=NC1c1ccc(F)cc1 (stereo not given)	7	-5	-2	2	i	i	1	-7	-6
COc1ccc(CCC(=O)N2CCN(c3cccc(C)c3C)CC2)cc1	-4	1	5	-1	i	i	10	7	7
COC(=O)c1nn(-c2cccc(C(F)(F)F)c2)c(=O)cc1Sc1ccccn1	9	-5	2	-1	i	i	0	-1	7
Fc1ccc(CNC(=S)NC2CCCCC2)cc1	-9	2	1	3	i	i	-90	1	0
O=C(N/N=C(\Cc1ncc[nH]1)c1ccccc1)c1ccncc1	-6	-1	3	0	i	i	13	-4	1
CCC(CC)c1nnc(NC(=O)c2ccc(S(=O)(=O)N3CCc4ccccc4C3)cc2)s1	8	-2	-2	5	i	i	-6	-10	9
O=C1NN(c2ccccc2)C(=O)/C1=C\c1cccn1-c1ccc(Cl)c([N+](=O)[O-])c1	4	3	-2	24	i	i	3	-4	42*
COc1cc(C(=O)O/N=C(\N)c2cccc([N+](=O)[O-])c2)cc(OC)c1OC	8	-2	-1	7	i	i	4	2	0
Cc1nnc(SCC(=O)Nc2ccc(S(=O)(=O)N3CCCC3)cc2)n1N	13	-3	1	6	i	i	-37	-6	-1
CCOC(=O)N1CCC(n2c(SCC(=O)NCc3ccccc3)nc3ccccc3c2=O)CC1	-1	-4	6	2	i	i	12	3	2
CN(C)C(CNC(=O)c1ccc(NC(=O)c2cccs2)cc1)c1ccccc1 (stereo not given)	4	2	0	-1	i	i	4	-3	-6
CN(C)CCNC(=O)/C(=C/c1cccc([N+](=O)[O-])c1)NC(=O)c1ccccc1	3	-11	0	3	i	i	1	-8	0
COc1ccc(-c2cc(-c3ccccc3)c(C#N)c(SCC(=O)O)n2)cc1	2	5	-5	10	i	i	-10	4	-5
Cc1cccc(NC(=O)c2ccc(S(=O)(=O)NCc3ccco3)cc2)n1	-1	0	2	-3	i	i	10	-6	-1
